AddAB inh: less growth of phage-infected E. coli with AddAB; inhibition, % at 11.9 µM; E. coli expressing H. pylori AddAB, absorbance growth; AID 435030; hit rate 0.29% among 330,000; in the data active = inhibition above about 12%;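 note: 0% = vehicle wells of infected cells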
OPRM1-OPRD1 ag: agonists of human mu-delta opioid receptor heterodimerization; AID 504326; cells, OPRM1-OPRD1 heterodimerization, luminescence; hit rate 0.3% among 340,000; activation, % at 9.3 µM; in the data active = activation above about 18%;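 note: 0% = vehicle-treated cells and 100% = reference agonist; values of inactives mirror those of a sister screen read the other way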
Ecoli viability: reduces bacterial viability in AddAB counter-screen | AID 449728 | hit rate 0.27% among 330,000 | inhibition, % at 11.9 µM | E. coli V3065 growth, OD600 absorbance, 18 h;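 active = inhibition above the campaign's mean inhibition across all tested compounds plus 3 SD, cut at about 9.9% in these data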;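 note: uninfected addAB+ strain grown without phage in ampicillin broth; 0% = DMSO wells and 100% = ciprofloxacin 0.95 µg/ml wells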
DSG3 Ab inh: human desmoglein-3 autoantibody binding inhibition; P32926; DSG3-coupled beads, scFv-anti-DSG3-GFP binding, flow cytometry; stronger effect = lower value; binding (percent of control), % at 10 µM; hit rate 0.48% among 310,000; AID 588358;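 active = binding more than 3 SD below its plate's average and above zero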;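 note: hits lower antibody fragment binding to DSG3; some compounds called inactive have numbers as strong as hits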
Target sequence (P32926 whole entry, looked up, the tested form may be a part): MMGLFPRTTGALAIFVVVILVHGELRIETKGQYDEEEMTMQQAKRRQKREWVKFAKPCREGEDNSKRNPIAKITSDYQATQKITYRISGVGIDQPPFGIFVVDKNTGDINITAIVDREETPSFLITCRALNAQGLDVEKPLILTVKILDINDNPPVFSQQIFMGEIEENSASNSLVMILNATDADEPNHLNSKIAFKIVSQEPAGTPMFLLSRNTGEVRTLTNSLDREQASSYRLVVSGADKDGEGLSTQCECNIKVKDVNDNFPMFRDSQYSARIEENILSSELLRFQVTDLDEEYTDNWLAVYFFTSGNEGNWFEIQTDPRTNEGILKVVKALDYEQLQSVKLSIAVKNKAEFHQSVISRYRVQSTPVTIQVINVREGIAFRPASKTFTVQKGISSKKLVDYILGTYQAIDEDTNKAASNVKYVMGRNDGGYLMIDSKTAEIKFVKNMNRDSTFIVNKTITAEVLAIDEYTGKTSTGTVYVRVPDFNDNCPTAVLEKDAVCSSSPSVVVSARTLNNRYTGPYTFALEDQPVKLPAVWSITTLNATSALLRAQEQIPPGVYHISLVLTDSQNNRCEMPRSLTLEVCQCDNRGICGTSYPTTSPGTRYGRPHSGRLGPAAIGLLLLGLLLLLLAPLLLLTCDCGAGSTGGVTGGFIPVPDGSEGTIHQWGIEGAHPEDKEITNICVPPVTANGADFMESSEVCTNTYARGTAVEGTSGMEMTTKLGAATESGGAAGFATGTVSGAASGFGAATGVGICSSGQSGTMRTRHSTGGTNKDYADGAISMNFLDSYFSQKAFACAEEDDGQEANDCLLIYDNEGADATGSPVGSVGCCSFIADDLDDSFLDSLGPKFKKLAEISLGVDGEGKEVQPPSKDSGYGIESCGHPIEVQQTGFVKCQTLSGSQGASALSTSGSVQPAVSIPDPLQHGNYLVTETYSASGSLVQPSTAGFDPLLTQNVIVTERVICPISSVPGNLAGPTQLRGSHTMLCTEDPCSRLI
MOR-DOR inv ag: inverse agonist of human OPRM1-OPRD1 heterodimerization; P35372+P41143; cell-based MOR-DOR heterodimer luminescence, inverse agonism; inhibition, % at 9.3 µM; hit rate 0.21% among 340,000; in the data active = inhibition above about 22%, passing the limit was not always enough;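 note: 0% = cells with DMSO and 100% = wells without cells with DMSO; values of inactives mirror those of a sister screen read the other way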
Arrestin-AP2 inh: human beta-arrestin and AP2 interaction inhibition; FITC-arrestin peptide / GST-AP2 beads, flow cytometry; AP2 beta2 appendage carries R879A mutation; inhibition, % at 10 µM; hit rate 0.31% among 340,000; AID 504490;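 active = inhibition above a set limit, near 3 SD of compounds lacking own fluorescence, cut at about 54% in these data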;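 note: plate controls were DMSO wells for no effect and 5 µM unlabelled arrestin peptide for full effect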
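system = GST-tagged AP2 beta2-adaptin appendage (R879A) on 4 µm glutathione beads | reagent = FITC-labelled arrestin peptide probe, 50 nM final | schedule = compound with beads 12 min RT, then probe 1 h RT | signal = HyperCyt-sampled flow cytometry, FL1 channel, ex 488/em 535 nm | read-out = percent response from loss of bead-bound FITC fluorescence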
Mot1-301 SUMO: inhibitors of SUMOylation pathway: yeast Mot1-301 growth rescue. S. cerevisiae Mot1-301 growth rescue, ATP luminescence, 38.5C; percent above DMSO median, 100 means doubled. growth rescue, % at 18.8 µM. hit rate 1% among 320,000. AID 2716;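 active = every valid replicate shows activation above 250% relative to neutral control wells; inactive = the rest, any valid replicate at or below 250%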;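 note: OY570 slx delta 5 strain wells were the positive control but not used for scaling; some compounds called inactive have numbers as strong as hits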
PfHsp90 set2: inhibits growth of yeast expressing Plasmodium falciparum Hsp90; S. cerevisiae expressing PfHsp90, BacTiter-Glo ATP, 48 h; yeast lacking PDR1 and PDR3 efflux regulators; inhibition, % at 9.4 µM; hit rate 0.32% among 310,000; AID 504621;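 active = every replicate shows inhibition above about 80%, whatever the replicate mean, limit read from the data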;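 note: 0% = DMSO neutral controls and 100% = 20 µM radicicol positive controls; yeast relying on Plasmodium falciparum Hsp90 in place of its own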
phage Ecoli inh: E. coli growth loss with phage present; growth absorbance; inhibition, % at 11.9 µM; hit rate 0.26% among 360,000; AID 651602; in the data active = inhibition above about 11%
Tat transport: E. coli Tat transport inhibition; E. coli MC4100 TorA-mCherry Tat export, fluorescence; inhibition, % at 10 µM; hit rate 0.036% among 340,000; AID 488895;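 active = mean replicate inhibition at least 50% and at least half of replicates individually reaching 50%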;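 note: exported cargo escapes ClpAP degradation while cytoplasmic cargo is degraded and loses fluorescence; 0% = median of neutral control wells and 100% = median of NaSCN control wells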
PKA-R1A act: activates the PKA-R1A holoenzyme complex. P00514+P68181. PKA-R1A dissociation, Cy5-IP20 fluorescence polarization; scaled: DMSO 0%, 113 µM cGMP 100%. activation, % at 11.4 µM. hit rate 0.083% among 340,000. AID 504707;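 active = percent activation above the mean of all tested compounds plus 3 SD, cut at about 19% in these data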;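 note: higher means more PKAc released from R1A so a rise in polarization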
The depositor's hits bear a star; . = not tested or not shown.

SMILES	AddAB inh	OPRM1-OPRD1 ag	Ecoli viability	DSG3 Ab inh	MOR-DOR inv ag	Arrestin-AP2 inh	Mot1-301 SUMO	PfHsp90 set2	phage Ecoli inh	Tat transport	PKA-R1A act
Nc1ccc(C(=O)OCc2nc3ccccc3[nH]2)cc1	0.4	-1.8	2.4	103	10	2	135	3	5.2	-2	3
Cc1cc(C(=O)N/N=C/c2ccco2)c2ccccc2n1	3.1	-3.2	3.5	95	19	24	5	13	2.8	-9	-8
CC(C)CN(C(=O)CSc1nc(N)cc(N)n1)C1CCS(=O)(=O)C1 (centres undefined)	0.7	-2.7	3.6	92	14	2	-12	.	0.5	-3	11
CCn1c(=O)c2cc(C(=O)NCCCOC)sc2c2ccccc21	1.0	0.9	-0.8	88	-4	39	42	-5	1.5	-7	-9
CC(=O)C1=C(c2cccc([N+](=O)[O-])c2)N(C(C)=O)n2c(C)nnc2S1	-2.8	-1.2	-1.6	98	9	8	156	-15	2.7	-3	-11
COC(=O)c1[nH]c2cccc(C)c2c1NC(=O)CN1CCCc2ccccc21	2.1	0.2	2.0	124	-1	30	-16	.	0.2	8	-7
Cc1c(Br)c(=O)[nH]c(=O)n1COCc1ccccc1	-0.8	-3.2	0.8	91	18	4	-14	-4	0.8	9	-12
O=C(N/N=C/c1cccc(O)c1)c1ccc(NC(=O)C2CCCCC2)cc1	.	-1.1	.	103	8	34	12	-11	-2.3	-2	1
Cc1ccc(CCNS(=O)(=O)c2ccc3c(c2)N(C)CCO3)cc1	-1.8	3.9	0.5	107	-20	12	-13	-9	-0.2	-1	2
O=[N+]([O-])c1ccc(Nc2ccc(F)cc2)nc1	1.4	0.5	1.0	101	-3	-19	1	30	-0.3	7	-6
O=C(NCC1CC1)c1cccc2c1C(=O)c1ccc(N3CCCC3)cc1S2(=O)=O	0.9	-1.8	0.3	111	10	10	-6	-7	2.1	5	2
Cc1nc2ccc(Cc3ccc4nc(C)[nH]c4c3)cc2[nH]1	16*	3.5	8.6	100	-19	0	.	-11	8.1	2	-1
CCn1c(Cc2ccccc2)nnc1SCC(=O)Nc1ccc2c(c1)OCCO2	0.0	-2.9	1.1	101	16	-3	-5	9	2.6	14	-7
CCOc1ccc(C(=O)NCC(=O)NCCCSc2ccccc2)cc1OCC	2.5	1.0	1.9	110	-4	-9	-1	33	2.9	-15	5
c1ccc(-c2nc3c4ccccc4ccn3c2CN2CCOCC2)cc1	2.2	-3.0	-0.1	84	16	12	3	14	1.9	20	-3
Nc1ccc(C(=O)OCC(=O)N2CCc3ccccc3C2)cc1[N+](=O)[O-]	3.5	0.3	-0.5	102	-2	-8	-12	-17	2.6	2	-2
O=C1NC(Cc2ccccc2)C(=O)Nc2ccc(Br)cc21 (centres undefined)	4.0	-1.2	0.2	117	6	15	5	1	4.8	-1	6
O=C(CSc1ncnc2sc3c(c12)CCCC3)N1CCC(c2noc3ccc(F)cc23)CC1	1.2	-0.2	1.7	102	1	5	13	.	3.4	-1	6
COc1ccc2c(C)c(C(=O)N3CC[C@@H](N4CCC(O)CC4)[C@H](O)C3)oc2c1	-1.3	0.2	-0.6	115	-1	0	14	6	1.0	-6	10
CCn1cc([N+](=O)[O-])c(C(=O)Nc2c(C)nn(Cc3c(F)c(F)c(F)c(F)c3F)c2C)n1	2.7	-2.2	1.7	104	12	-3	-7	-15	0.4	-10	-1
C=CCOc1ccc2ccccc2c1/C=N/O	3.4	2.0	0.3	112	-12	-2	0	5	4.6	-2	-4
CN(C)S(=O)(=O)c1cccc(C(=O)OCC(=O)c2ccc3c(c2)NC(=O)CO3)c1	-0.2	-0.6	1.1	103	3	8	246	-8	1.9	15	-4
CC(C)(Oc1ccc(Cl)cc1)C(=O)NC1CCN(Cc2ccccc2)CC1	-2.0	0.0	-0.7	108	0	-6	39	.	2.1	0	3
COc1ccc(-c2cc(C(=O)N3CC4(C)CC3CC(C)(C)C4)no2)cc1 (centres undefined)	1.3	-1.8	-1.2	102	9	-1	-1	12	2.5	-5	-5
C/C(=N\NS(=O)(=O)c1cccc([N+](=O)[O-])c1)c1cc2ccccc2o1	-1.0	-2.7	-1.6	.	14	3	0	-7	1.5	-3	6
CCc1ccc2c(CC(=O)NNC(=O)c3ccncc3)coc2c1	2.8	1.0	-0.5	.	-4	1	4	0	0.3	-2	0
CCOC(=O)c1cccc(NC(=O)CSc2nnc(-c3cccnc3)n2CC)c1	1.3	-1.0	-0.7	.	6	20	5	14	0.1	-6	-5
Cc1ccc(N(C(=O)c2snc(C(N)=O)c2N)C(C(=O)NCC2CCCO2)c2ccc(C)o2)c(C)c1 (centres undefined)	-2.5	2.0	-1.4	110	-17	21	10	-9	-0.9	-1	-3
Cc1ccccc1N1CCN(C(=S)c2ccc(-c3ccc([N+](=O)[O-])cc3)o2)CC1	0.8	-2.7	-1.0	.	13	2	-9	10	2.8	3	-6
CCCOC(=O)Cc1n[nH]c(=O)[nH]c1=O	0.6	-3.3	0.0	113	14	1	0	7	0.4	-12	-9
O=C(Cc1ccc(Cl)cc1)N/N=C1\CCCc2ccccc21	3.0	1.4	1.4	95	-8	-3	-3	-16	2.1	-2	2
Cn1ncc(Cl)c1C(=O)NNC(=O)Nc1cccc2ccccc12	.	-0.5	.	92	4	-3	-7	-19	2.4	-1	3
COc1ccc(CNC(=O)/C=C/c2ccc(S(=O)(=O)NCc3ccco3)cc2)cc1OC	2.1	-0.5	-0.1	100	3	11	-15	32	2.3	-5	-2
COc1cc2cc(C(=O)O)n(C)c2c(OC)c1OC	1.7	-3.0	1.9	99	15	32	85	6	4.2	-8	-10
CC(C)c1cc(=O)n2[nH]c(SCc3ccccc3Cl)nc2n1	0.6	2.0	1.4	97	-10	5	8	-12	-0.2	-2	-2
Nc1nnc(-c2ccc([N+](=O)[O-])o2)s1	.	2.9	.	92	-13	44	.	-27	92*	-21	4
Cc1ccc(S(=O)OCC(=O)Nc2cc(Cl)ccc2N2CCOCC2)cc1 (centres undefined)	-1.3	-1.2	-2.3	89	8	-4	-1	.	6.2	-5	-13
CCOC(=O)N1CCN(c2nc(=S)n(-c3ccccc3)c(C)c2C(C)=O)CC1	1.5	-3.0	-1.1	.	14	26	4	-12	0.4	-16	0
COc1ccc(N(CC(=O)NCc2cccs2)S(=O)(=O)c2cccc(C)c2)cc1	.	-0.3	.	105	2	-8	.	24	-1.9	-7	8
Fc1ccc(-c2ccnc(=S)[nH]2)cc1	7.6	-3.2	2.6	100	18	23	-20	15	5.6	-1	-13
COc1ccc(S(=O)(=O)NCC(=O)Nc2ccc(F)cc2)cc1	1.6	-2.8	0.0	94	12	-11	2	-3	1.7	-3	-15
Cc1c(Cl)cccc1NC(=S)N(Cc1ccccc1)Cc1cccnc1	1.5	-1.7	1.4	109	9	47	132	9	1.8	-3	3
O=C(NC1CCOC1)c1cc(COc2cccc(C(F)(F)F)c2)on1 (centres undefined)	0.5	-1.9	2.5	107	10	-9	0	-13	2.8	12	-10
COc1ccc(-c2cc(=O)c3cc(OC)c(OC)cc3[nH]2)cc1	0.4	-2.7	0.3	107	16	31	3	-46	-2.3	-9	4
CCc1cccc(CC)c1NC(=O)CSc1nnc(CCC(=O)O)c(=O)[nH]1	-0.5	-0.7	-4.4	95	3	33	-3	-19	2.0	-2	-5
CCNC(=S)N(CCO)Cc1cc2cc3c(cc2[nH]c1=O)OCO3	1.8	2.1	2.2	98	-10	-22	231	-19	3.9	4	2
NC(=O)COc1ccc(C2c3c(oc4ccccc4c3=O)C(=O)N2CC2CCCO2)cc1 (centres undefined)	1.2	-0.6	1.5	96	4	-3	12	.	2.9	-4	-11
Cc1ccc(O)c(-c2cc(-c3cccc(F)c3)n[nH]2)c1	1.4	6.7	2.0	120	-41	2	83	100*	4.4	29	-6
C/C(=N\OC(=O)c1ccc(Cl)cc1)c1nccs1	4.3	1.9	1.3	106	-10	-1	278	21	0.9	2	-8
COCCNC(=O)c1onc(CSc2ccccc2)c1C(=O)NCCOC	1.9	0.0	1.3	101	0	18	-1	-6	0.2	-12	6
O=C1CCCCC1Sc1nnc(-c2ccc3c(c2)OCO3)o1 (centres undefined)	3.2	-3.5	2.6	107	17	-4	-6	-9	1.6	3	-6
Cc1ccc2c(c1)N(S(=O)(=O)c1cc(-c3cc(C)no3)ccc1C)CCO2	4.4	0.7	-0.9	.	-3	3	8	25	2.4	4	-8
Cc1ccc(CNC(=O)c2ccc(N3CCC4(CC3)CC(c3ccccc3)=NO4)c(NC(=O)c3ccccc3)c2)cc1	0.5	-4.1	-5.5	100	19	25	7	-3	3.4	9	1
CC(C)Oc1ccc(Br)cc1/C=N\NC(N)=S	4.5	1.6	2.1	111	-9	16	-21	-24	2.6	8	4
Cc1cccc(NC(=O)Cn2c(O)c(N=NC(=O)c3ccncc3)c3ccccc32)c1	1.4	-3.9	-0.9	115	18	1	11	-5	-0.3	-2	-14
CCOC(=O)C1(Cc2cccc(Cl)c2)CCCN(C(=O)c2occc2C)C1 (centres undefined)	0.7	-2.3	-0.7	.	12	7	-9	-6	-0.9	-2	-2
COc1ccc(/C=N/NC(=O)c2snnc2C)c(OC)c1OC	-0.8	-1.5	0.1	113	7	-4	-6	.	2.9	-7	-7
CCCCCNCC(=O)Nc1cccc(C(=O)Nc2cccc(C(F)(F)F)c2)c1	0.7	7.7	1.0	116	-37	2	6	.	4.6	5	-14
COc1ccc(N2CCN(C(=O)CN(C3CCCCC3)S(C)(=O)=O)CC2)cc1	-1.3	-3.2	-0.8	108	15	16	3	.	2.4	-9	-6
CN1C(C(=O)NCCc2cccs2)CC2Cn3c(nc4cc5ccccc5cc43)C21 (centres undefined)	1.2	-0.9	-4.3	109	5	-3	-12	1	0.8	-11	-15

Just MOR-DOR inv ag and AddAB inh, for some of the entries so far:
| Structure | MOR-DOR inv ag | AddAB inh |
| --- | --- | --- |
| Nc1ccc(C(=O)OCc2nc3ccccc3[nH]2)cc1 | 10 | 0.4 |
| Cc1cc(C(=O)N/N=C/c2ccco2)c2ccccc2n1 | 19 | 3.1 |
| CC(C)CN(C(=O)CSc1nc(N)cc(N)n1)C1CCS(=O)(=O)C1 (centres undefined) | 14 | 0.7 |

Screens (PubChem BioAssay)
